# MRP reversal: reversal of MRP1-mediated doxorubicin resistance, primary screen, H69AR cells, doxorubicin co-treatment; differential viability (reversal), % at 10 µM; actives 0.04% (n = 85,000); H69AR cells + 2 uM doxorubicin, CellTiter-Glo, 72 h;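 active means viability drop by adding the cancer drug above about 55%, with treated viability meeting a 40% cutoff, limit read from the data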;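 further: viability without doxorubicin minus viability with 2 µM doxorubicin for each compound; larger differential means the compound sensitizes cells more to doxorubicin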
# PLAP inhibition: PLAP enzyme inhibitors, biochemical, luminescence, HTS (AID 690). one-dose inhibition, % at 20 µM; IC50 in µM for titrated hits. Alkaline phosphatase, placental type (Homo sapiens). actives 0.08% (n = 96,000). purified PLAP, luminescent substrate; higher % means a stronger effect; in the data active means a potency from the dose series; inactive means the rest, 99 in 100 with inhibition below about 30%; further: strong numbers were not always called active
# IL1B NFkB pot: enhancers of NFkB p65 translocation in HUVEC – imaging, IL-1B stimulus, high-content imaging, primary screen; HUVEC IL-1B NFkB p65 nuclear translocation imaging; activation, % at 2 µM; actives 0.3% (n = 94,000); AID 819, 2007;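 active means activation above 40%, about the mean plus 3 SD, also judged a hit on visual image review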;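 further: percent activation is computed from the nuclear over cytoplasmic p65 intensity ratio; values of inactives mirror those of a sister screen read the other way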
# Bcl-B TR3 displacers: displacers of TR3 peptide from Bcl-B, primary screen, selectivity assay for Bfl-1 inhibitor project, biochemical, fluorescence polarization; FP displacement of FITC-TR3 peptide from Bcl-B; higher % means a stronger effect; Bcl-2-like protein 10 (Homo sapiens); actives 0.11% (n = 96,000); displacement, % at 20 µM, or IC50 in µM where a hit was titrated;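 active means displacement above 50% at 20 µM plus a fluorescence interference ratio under 1.5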;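 further: plate controls were wells without compound for no effect and wells lacking Bcl-B protein for full effect; a part of the inactive calls stands beside numbers as strong as those of hits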
# IL1B NFkB inh: inhibitors of IL-1B driven NFkB p65 nuclear import, primary screen, imaging, HUVEC, IL-1B stimulus, high-content imaging; HUVEC IL-1B NFkB p65 nuclear translocation imaging; inhibition, % at 2 µM; AID 796, 2007; actives 0.43% (n = 94,000);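 active means inhibition above about 30% together with a positive call from visual inspection of the well image, limit read from the data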;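 further: nuclear over cytoplasmic p65 intensity ratio measured by imaging; 0% = IL-1B stimulated DMSO wells and 100% = unstimulated DMSO wells; values of inactives mirror those of a sister screen read the other way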
# MRP reversal cytotoxicity: further read-out of MRP reversal, marked with its call; viability, %; H69AR cells, CellTiter-Glo, 72 h; measured here: cytotoxicity without doxorubicin
# MRP reversal with doxorubicin: further read-out of MRP reversal, marked with its call; viability, %; measured here: viability with 2 uM doxorubicin; active compounds read low
# IL1B NFkB inh cell count 2 µM: further read-out of IL1B NFkB inh, marked with its call; cell count; measured here: cells passing quality filter;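 raw number of nuclei counted in each imaged well without normalization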
# IL1B NFkB pot cell count 2 µM: further read-out of IL1B NFkB pot, marked with its call; cell count; measured here: cells passing quality filter
# * hit, by the source's call; nt = not tested or not shown. An excerpt; count on the stated rates, not on these rows.
# Screens in order – PLAP inhibition	MRP reversal cytotoxicity	MRP reversal	IL1B NFkB inh	IL1B NFkB pot cell count 2 µM	MRP reversal with doxorubicin	IL1B NFkB inh cell count 2 µM	IL1B NFkB pot	Bcl-B TR3 displacers
Cc1c(/C(O)=C2\C(=O)C(=O)N(CCN(C)C)C2c2cccs2)cnn1-c1ccccc1 (stereo unspecified)
 : nt	96.1	-26.4	-11.6	129	122.4	129	11.6	-5.8%
CCOC(=O)c1nc2nc(C)cc(=O)n2[nH]1
 : -9.0%	97.4	-6.5	nt	nt	103.8	nt	nt	1.0%
CCc1ccc(S(=O)(=O)N2CC(=O)Nc3ccccc32)cc1
 : 15.3%	94.8	-14.5	12.9	140	109.3	140	-12.9	-9.9%
Cc1cc(C)c(C#N)c(SCS(=O)Cc2ccccc2)n1 (stereo unspecified)
 : -3.2%	91.8	17.1	-23.9	141	74.7	141	23.9	-8.3%
O=C(NC1CCCCCC1)C1CCN(S(=O)(=O)c2ccc(F)cc2)CC1
 : 4.0%	31.9	-49.7	-4.6	134	81.6	134	4.6	14.2%
CCCCCc1c(C)nc(Nc2nc(C)c3cc(OC)ccc3n2)[nH]c1=O
 : -96.1%	69.6	22.8	-39.0	128	46.9	128	39.0	-11.6%
Cc1ccc(P(=O)(O)c2ccc(C)cc2)cc1
 : -22.2%	nt	nt	8.6	130	nt	130	-8.6	3.4%
COc1ccc(-c2c(C)oc3c(CN4CCN(CCO)CC4)c(O)ccc3c2=O)cc1OC
 : -17.8%	100.0	23.2	-10.8	198	76.8	198	10.8	4.1%
CCCn1c(SCC(=O)Nc2sc(C)c(C)c2C(=O)OCC)nc2c1c(=O)n(C)c(=O)n2C
 : -4.8%	65.5	-11.4	8.9	115	76.9	115	-8.9	7.7%
O=C(CCSc1nnc(-c2ccco2)o1)Nc1ccc(Cl)cc1
 : -12.3%	77.3	-17.4	nt	nt	94.7	nt	nt	-5.8%
Cc1ccc(C)c(S(=O)(=O)N2CCN(C(=O)c3cnccn3)CC2)c1
 : -9.8%	87.4	-0.9	6.3	158	88.3	158	-6.2	-11.4%
CCN1C=C(Cc2ccccc2C)C2=C(C1)C(c1ccccc1C)C(C#N)=C(N)O2 (stereo unspecified)
 : -82.5%	nt	nt	1.3	170	nt	170	-1.3	-40.4%
O=C(CSc1nc2cccnc2n1Cc1ccccc1)NCc1ccco1
 : -30.4%	95.8	8.3	-6.2	96	87.4	96	6.2	-7.1%
Cc1nc2c3cnn(-c4ccccc4)c3ncn2n1
 : 41.1%	80.4	-10.1	-9.8	179	90.5	179	9.8	-8.8%
O=C(NC(NC(=S)Nc1cc(Cl)ccc1Cl)C(Cl)(Cl)Cl)c1ccco1 (stereo unspecified)
 : -1.5%	nt	nt	-2.2	150	nt	150	2.2	0.8%
CC1CCN(S(=O)(=O)c2ccc3c(c2)c(=O)c(C(=O)N2CCCCC2)cn3C)CC1
 : -53.7%	97.8	20.1	-8.6	181	77.7	181	8.6	-2.1%
CC(C)(C)C(=O)Cn1c(NCCCO)nc2ccccc21
 : 28.8%	91.8	8.5	-11.8	87	83.3	87	11.8	-18.6%
O=C(CN1C(=O)C2C3C=CC(C3)C2C1=O)NCCN1CCCc2ccccc21 (stereo unspecified)
 : 12.5%	nt	nt	-29.8	172	nt	172	29.8	8.2%
CSc1cc(C)n(-c2ccccc2C)c(=S)c1C(C)=O
 : 15.3%	nt	nt	7.5	132	nt	132	-7.5	-17.7%
CS(=O)(=O)Nc1ccc(Cc2ccc(NS(C)(=O)=O)cc2)cc1
 : 5.0%	89.7	-6.8	7.5	149	96.5	149	-7.5	-0.8%

# Limited to PLAP inhibition and MRP reversal with doxorubicin, for some of the entries so far:
smiles | PLAP inhibition | MRP reversal with doxorubicin
Cc1cc(C)c(C#N)c(SCS(=O)Cc2ccccc2)n1 (stereo unspecified) | -3.2% | 74.7
CCN1C=C(Cc2ccccc2C)C2=C(C1)C(c1ccccc1C)C(C#N)=C(N)O2 (stereo unspecified) | -82.5% | nt

# 5 entries from above, sorted by molar mass, largest number first:
# Screens in order – PLAP inhibition	MRP reversal cytotoxicity	MRP reversal	IL1B NFkB inh	IL1B NFkB pot cell count 2 µM	MRP reversal with doxorubicin	IL1B NFkB inh cell count 2 µM	IL1B NFkB pot	Bcl-B TR3 displacers
CCCn1c(SCC(=O)Nc2sc(C)c(C)c2C(=O)OCC)nc2c1c(=O)n(C)c(=O)n2C
 : -4.8%	65.5	-11.4	8.9	115	76.9	115	-8.9	7.7%
COc1ccc(-c2c(C)oc3c(CN4CCN(CCO)CC4)c(O)ccc3c2=O)cc1OC
 : -17.8%	100.0	23.2	-10.8	198	76.8	198	10.8	4.1%
O=C(NC1CCCCCC1)C1CCN(S(=O)(=O)c2ccc(F)cc2)CC1
 : 4.0%	31.9	-49.7	-4.6	134	81.6	134	4.6	14.2%
O=C(CCSc1nnc(-c2ccco2)o1)Nc1ccc(Cl)cc1
 : -12.3%	77.3	-17.4	nt	nt	94.7	nt	nt	-5.8%
CCc1ccc(S(=O)(=O)N2CC(=O)Nc3ccccc32)cc1
 : 15.3%	94.8	-14.5	12.9	140	109.3	140	-12.9	-9.9%

# Continuation:
# Screens in order – PLAP inhibition	MRP reversal cytotoxicity	MRP reversal	IL1B NFkB inh	IL1B NFkB pot cell count 2 µM	MRP reversal with doxorubicin	IL1B NFkB inh cell count 2 µM	IL1B NFkB pot	Bcl-B TR3 displacers
O=C(CCn1c(=O)oc2ccccc21)N1CCOCC1
 : -16.6%	96.0	-4.2	-20.4	117	100.3	117	20.4	-3.3%
CCCn1nnc(NC(=O)c2cccc(Cl)c2)n1
 : -14.9%	104.8	5.5	5.6	180	99.3	180	-5.6	2.5%
CCc1cc(C(=O)OC)c(NC(=O)C2CC(=O)NN2Cc2ccccc2)s1 (stereo unspecified)
 : -65.1%	nt	nt	-17.3	130	nt	166	7.1	-17.3%
CC(Sc1nnc(Cc2ccc([N+](=O)[O-])cc2)o1)C(N)=O (stereo unspecified)
 : -33.1%	nt	nt	2.1	137	nt	154	1.0	-4.4%
Cc1ccc2oc(-c3cccc(NC(=O)Cc4cccs4)c3)nc2c1
 : 21.4%	nt	nt	-5.5	172	nt	172	5.5	-5.3%
Cc1cc(C(=O)N2CCN(c3cccc(Cl)c3)CC2)c(C)o1
 : -3.5%	15.9	-39.4	8.4	155	55.3	155	-8.4	-9.5%
O=C1c2ccccc2CC1Sc1nnc(-c2ccncc2)o1 (stereo unspecified)
 : -13.5%	75.4	1.1	16.5	104	74.3	104	-16.5	1.7%
CN(Cc1nc2ccccc2c(=O)[nH]1)C(=O)c1ccc(S(=O)(=O)N(C)C)cc1
 : 5.8%	105.8	19.9	-9.2	160	85.9	160	9.2	-2.0%
Cc1[nH]n(-c2ccccc2)c(=O)c1C1(C(F)(F)F)C(=O)N(c2ccc(F)cc2)C2=C1C(=O)CC(C)(C)C2 (stereo unspecified)
 : -57.8%	99.0	-4.3	-9.0	187	103.2	187	9.0	0.4%
Clc1ccc(-c2nc3nc4ccccc4nc3n2Cc2ccco2)cc1
 : -3.5%	49.2	0.8	-10.7	200	48.4	200	10.7	11.4%
COc1ccc(-c2nc(N)n(C(=O)Cc3ccccc3)n2)cc1
 : 5.9%	94.1	-9.7	-16.4	168	103.8	168	16.4	6.9%
CC1(C)CC(=O)C=C(NC2CCCCCC2)C1
 : 13.3%	101.9	22.1	nt	nt	79.9	nt	nt	0.3%
CN(C(=O)c1ccco1)c1nnc(C23CC4CC(CC(C4)C2)C3)s1
 : 4.2%	101.2	-10.0	6.4	61	111.3	61	-6.4	-0.5%
COc1ccccc1Nc1nnc(SCC(=O)N2CCCC2)s1
 : -9.9%	91.6	2.3	-7.0	197	89.3	197	7.0	2.7%
COC(=O)C1=C(C)Nc2nnnn2C1c1cccs1 (stereo unspecified)
 : 6.9%	97.5	2.4	-14.4	155	95.1	155	14.4	-1.9%
CC(C)c1nnc(NC(=O)CCC(=O)NCc2cccs2)s1
 : 9.3%	90.9	-7.6	-2.0	163	98.5	163	1.9	-3.5%
CCC(C)NS(=O)(=O)c1ccc(S(=O)(=O)N(CC(=O)Nc2ccccc2)Cc2ccco2)cc1 (stereo unspecified)
 : -19.8%	91.8	0.7	-14.7	209	91.2	209	14.7	6.2%
CN=C1c2cc3cc(OC)ccc3n2CCN1Cc1ccccc1
 : 15.1%	19.2	-30.7	nt	nt	49.9	nt	nt	-6.6%
FC(F)(F)c1cccc(CNc2ncccc2-c2nc3cc(Cl)ccc3o2)c1
 : 0.9%	nt	nt	-33.9	151	nt	151	33.9	-5.5%
Cc1nc2ccc(NC(=O)c3ccc(F)c(S(=O)(=O)N4CCOCC4)c3)cc2s1
 : 8.7%	52.5	4.9	-15.2	167	47.6	167	15.2	0.4%
Cc1cc[n+](-c2nc3ccccc3nc2C(=C=[N-])C#N)cc1
 : 25.3%	97.6	5.8	7.9	164	91.8	164	-7.9	-96.7%
CCOC(=O)CC(=O)CSc1ccc2nnc(-c3ccc(F)cc3)n2n1
 : -17.5%	78.1	-2.9	15.4	104	81.0	104	-15.4	-13.5%
COc1cccc(NC(=O)CSc2nnc(-c3ccc(C)cc3)o2)c1
 : 2.1%	79.3	-5.4	0.3	167	84.7	167	-0.2	2.7%
Cc1ccc(CCNC(=O)C23CN(Cc4ccccc4)CC2C(c2ccc([N+](=O)[O-])cc2)=NO3)cc1 (stereo unspecified)
 : -21.1%	nt	nt	1.7	164	nt	164	-1.7	6.0%
CC(=O)Nc1ccc(S(=O)(=O)NCc2csc(C)n2)cc1
 : nt	101.0	-1.0	2.0	63	102.0	63	-2.0	nt
CC(C)CNS(=O)(=O)c1ccc(OCC(=O)Nc2ccc(F)cc2F)cc1
 : nt	105.0	8.1	2.4	124	96.9	124	-2.4	nt
Cc1ccc(CN2C(=O)CCC2C(=O)NCC2CCCO2)cc1 (stereo unspecified)
 : 26.1%	102.0	-8.3	-3.7	181	110.3	181	3.7	-2.1%
Cn1c(SCc2ccc(C#N)cc2)nnc1-c1ccccc1
 : 19.9%	nt	nt	-9.6	144	nt	144	9.6	8.6%
Cc1cc(C)n(CC(=O)c2ccc(Br)cc2)c(=O)c1C#N
 : 36.1%	87.7	15.1	2.9	164	72.6	164	-2.9	-13.0%
Cc1nnc(SCc2nc(N)nc(Nc3ccccc3)n2)s1
 : -4.8%	86.6	-2.1	5.0	141	88.7	141	-5.0	5.9%
CCn1nnc(NC(=O)c2cccnc2Cl)n1
 : 24.2%	89.8	-5.2	-2.0	87	95.1	87	2.0	17.3%
O=C(Nc1nccs1)c1cc2sccc2n1Cc1ccc(Cl)cc1
 : 12.7%	nt	nt	-11.4	190	nt	190	11.4	1.3%
Cc1cc(C(=O)CSc2nnnn2-c2ccccc2)c(C)n1CCc1ccccc1
 : 25.4%	18.6	0.8	-1.1	87	17.8	87	1.1	5.6%
COc1ccc([N+](=O)[O-])cc1COc1ccc2c(-c3ccccc3)cc(=O)oc2c1
 : -6.0%	nt	nt	-3.7	52	nt	52	3.7	-7.2%
